IkB sig inh: IkB pathway inhibition in ABC-DLBCL cells | ABC-DLBCL IkBa-CBG/CBR dual luciferase ratio, 4 h; response scale: scaled: untreated 0%, proteasome inhibitor 100% | Potency, µM (doses to about 57.1 µM), for the others: at the highest dose IkBa stabilization activation | actives 0.04% (n = 110,000) | AID 445; active = well fitted curve in the direction sought with a large enough effect in the signal ratio, not every such curve was filed as active; inconclusive = small, poorly fitted or top-dose-only effect, or a change in a side signal; the % refers to the signal ratio;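 also: the direction sought is a rising ratio; 0% = basal untreated cells and 100% = reference inhibitor full response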
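In this assay, an IκBα–CBG68 fusion accumulates when IKK-driven degradation is blocked; native CBR normalizes for cell number. OCI-Ly3 cells were treated 4 h with compound and doxycycline, then green and red light read after Chroma-Glo addition.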
p53ts 32C tox: p53ts cell cytotoxicity, permissive temperature; actives 0.93% (n = 130,000); H1299-p53A138V at 32C, ATP luminescence viability, 24 h; Potency, µM (top dose mostly 46.1 µM), for inactives: at the highest dose activity change, negative = cytotoxicity, actives largely listed as cytotoxic; AID 924;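 also: 0% = DMSO and -100% = full killing by reference compound; nearly all actives have a fitted effect of over 55% in size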
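H1299-p53 A138V cells (temperature-sensitive p53) exposed 24 h to up to 46 uM compound at 32C, where p53 is wild-type in conformation. Viability read as ATP luminescence and normalised to DMSO and 100 uM tamoxifen. AC50 fitted with the Hill equation.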
Peg3 imprint: genomic imprint erasure induction; mouse ES Peg3-LacZ reporter, beta-gal luminescence, 40 h; Potency, µM (highest dose often 60.7 µM), inactives show top-dose activity change, positive = activation, usual class: activators; actives 0.02% (n = 110,000); AID 1948;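 also: 0% = negative control wells on the plate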
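Readout: BetaGlo luminescence (5 min, room temp) for LacZ from the normally silent maternal Peg3 allele in female Peg3LacZ-Neo ES cells. Cells 300/well, 40 h, 37C, 5% CO2. Data normalized per plate to negative controls.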
p53ts 39C kill: kills p53ts cells at the nonpermissive temperature | actives 1.5% (n = 130,000) | H1299-p53A138V viability at 39C, ATP luminescence, 24 h | Potency, µM (doses to about 46.1 µM), for the others: at the highest dose activity change, negative = cell killing, hits mostly cytotoxic | AID 902; also: nearly all actives have a fitted effect of over 55% in size
* = called active by the depositor; ? = inconclusive; nt = not tested or not shown; [ ] = remark or other dose. Unless noted, calls follow the shape of the dose curve; as a rule, active = well fitted curve in the direction sought with a large enough effect; inconclusive = small, poorly fitted or top-dose-only effect, or another doubt; inactive = no such curve, though single readings can be large; an effect the other way counts as inactive or inconclusive. Unless noted, % is scaled to controls: 0 for no effect and ±100 for the full control effect; potency is read from the fitted curve at half-maximal effect.

SMILES	IkB sig inh	p53ts 32C tox	Peg3 imprint	p53ts 39C kill
O=C(Nc1ccc2oc(-c3ccccc3)nc2c1)c1ccncc1	8.5%	-8%	-20%	2%
O=S(=O)(c1ccc(Br)cc1)N1CCN(S(=O)(=O)c2ccc(Br)cc2)CC1	0.1%[11.4 µM]	-6%[9.22 µM]	-2%[10.9 µM]	13%[9.22 µM]
COCCn1nnnc1C(c1cccc(C(F)(F)F)c1)N1CCOCC1 (stereo not drawn)	nt	-6%	nt	5%
O=C(CSc1nnc(CNc2ccccc2)o1)N1CCCc2ccccc21	0.7%	4%	nt	4%
COc1ccc(C)cc1NC(=O)CSc1nc(=O)[nH]c2c1CCCC2	?	6%	-5%[10.9 µM]	-14%
CCn1cc(C(=O)NCCc2ccc(Cl)cc2)c(=O)c2cc(S(=O)(=O)N(C)C3CCCCC3)ccc21	?	1%	11%[10.9 µM]	2%
CCOC(=O)C1CCCN(C(=O)C2CCCN(S(=O)(=O)c3ccc4c(c3)oc(=O)n4C)C2)C1 (stereo not drawn)	6.2%	-2%	-20%	-3%
CN(C)CCN(c1ccccn1)c1ccccn1	-0.4%[11.4 µM]	0%[9.22 µM]	-3%[10.9 µM]	3%[9.22 µM]
COc1cccc(OC)c1C(=O)NCCN1CCN(C(=O)c2c(OC)cccc2OC)CC1	-0.6%	5%	-1%	1%
CC(=O)c1cccc(NC(=O)CSc2nnc3ccc(-c4ccc(C)cc4)nn23)c1	?	2%	15%[10.9 µM]	-14%
COc1cccc2c1C(=N)c1c(O)c3c(c(O)c1C2=O)C[C@](O)(C(C)=O)C[C@@H]3O[C@H]1C[C@H](N)[C@@H](O)[C@H](C)O1	?	?	-36%[inhibitor][10.9 µM]	?
O=C(c1cccc(F)c1)N1CCC[C@@]2(CCN(c3ccncc3)C2)C1	1.1%[11.4 µM]	-6%	nt	4%
CCOC(=O)c1cnn2c(C(F)(F)F)cc(-c3cn(C)nc3C)nc12	-2.3%	3%	-5%	4%
CCSc1nc2sc3c(c2c(=O)[nH]1)CCCC3	nt	-8%	nt	9%
CCc1c(-c2ccccc2)nc2nc(C)c(C)nn12	-3.7%	-13%	-3%	-11%
O=C(C1CCN(S(=O)(=O)c2ccc(Br)s2)CC1)N1CCN(c2cccc(Cl)c2)CC1	?	-7%	-13%[10.9 µM]	-2%
CC(=O)c1ccc(N2CCN(c3ncnc4onc(C)c34)CC2)cc1	?	-4%	-16%[10.9 µM]	4%
CC(=O)c1ccc(OCCCC(=O)OCc2nnc(-c3ccc(Cl)cc3)o2)cc1	1.2%	7%	-29%	2%
Cc1sc2c(c1C)CN(C1CC(C)(C)NC(C)(C)C1)CN2C(=O)c1ccco1	7.6%	1%	-40%[inhibitor]	-12%
O=C(NC1CCCCC1)/C(=N\O)c1ccccn1	-0.1%	-7%	nt	6%
CCCCn1c(NC(C)=O)c(C#N)c2nc3ccccc3nc21	0.6%	13%	-16%	1%
CC1CCCCN1CCNS(=O)(=O)c1ccc2c(c1)oc(=O)n2C (stereo not drawn)	0.6%	-5%	2%	-2%
CCOC(=O)c1cc2c(=O)n3ccccc3nc2n(CCOC)c1=NC(=O)c1cc2ccccc2o1	2.2%	-1%	-15%[10.9 µM]	-11%
CCC(Sc1ccc2nnc(-c3ccc(F)cc3)n2n1)C(=O)OC (stereo not drawn)	-1.2%	-1%	-5%	-6%
C(=N\n1cnnc1)/c1cn(-c2cccs2)nc1-c1ccccc1	-0.5%	?	-9%	-24%
Cc1ccc(CN2c3ccccc3-c3nc(SCC(=O)NCCc4ccccc4)ncc3S2(=O)=O)cc1	-0.2%	-5%	-5%[10.9 µM]	-10%
COc1ccc(Cl)cc1NC(=O)c1oc(C)nc1C	3.1%	-1%	-7%	-3%
CCc1cc(=O)oc2c(C)c(OCC(=O)Nc3ccc(S(=O)(=O)N(CC)CC)cc3)ccc12	1.0%	3%	-19%[10.9 µM]	20%
CCCCP(=O)(CCCC)Cc1ccccc1O	-0.4%	9%	-5%	-1%
CSc1ncnc2c1ncn2CC(=O)[C@H]1CC[C@H]2[C@H]3CCC4=CC(=O)CC[C@@]4(C)[C@@H]3CC[C@@]12C	?	-6%[9.22 µM]	-5%[10.9 µM]	9%[9.22 µM]
COc1ccccc1CNC(=O)C(Cc1ccccc1)NS(=O)(=O)c1ccc2c(c1)oc(=O)n2C (stereo not drawn)	?	0%	-13%[10.9 µM]	-8%
Cc1c(C(=O)N(C)C)sc2c1c(=O)n(-c1ccccc1C(F)(F)F)c(=O)n2Cc1ccccc1C#N	-0.4%	6%	9%[10.9 µM]	-10%
OCCN(Cc1ccccc1)Cc1cccc(C(F)(F)F)c1	-0.2%	0%	-12%	11%
Cc1ccc(C(=O)C2CCN(CC(=O)NC3CCCCC3)CC2)cc1	?	-5%	-9%	-16%
Clc1ccc(-n2ncc3c(NCC4CCCO4)ncnc32)cc1 (stereo not drawn)	2.3%	?	-34%[inhibitor]	?
O=C(Nc1cc(Cl)ccc1Cl)c1cc(S(=O)(=O)N2CCCc3ccccc32)ccc1F	?	8%	-16%[10.9 µM]	-15%
CCN(C(=O)CCc1nc(-c2ccc(C)cc2)no1)c1cccc(C(F)(F)F)c1	?	0%	-10%[10.9 µM]	-19%
CCCCN(CC)C(=O)c1cc2c(=O)n3ccccc3nc2n1C	0.7%	13%	14%[10.9 µM]	-4%
CC(=O)N/C(=C\c1ccccc1Cl)C(=O)O	nt	-11%	nt	20%
Cc1ccc(-n2c(SCC(=O)NCc3ccccc3)nc3n[nH]c(C)c3c2=N)cc1Cl	-2.6%	6%	-1%[10.9 µM]	20µM*
Cc1ccc(NC(=O)Cn2c(=O)oc3cc(S(=O)(=O)N4CCCC4)ccc32)cc1F	0.8%	-5%	-2%[10.9 µM]	-4%
COC(=O)N1[C@H](C)C=C[C@]1(Cc1ccccc1)C(=O)NCc1ccc(C)o1	nt	15%	-25%	-14%
Cc1cc(C(=O)Nc2nnc(C3CCCCC3)s2)cs1	nt	-1%	nt	0%
COc1cccc(NC(=O)c2ccccc2-c2nc(-c3cccc(C)c3)no2)c1	?	3%	-19%	-2%
Cc1noc(/C=C/N(C)C)c1S(=O)(=O)N1CCCC(C(=O)NCc2ccc(F)cc2)C1 (stereo not drawn)	?	-1%	-2%	-3%
CC(=O)N1CCCc2cc(S(=O)(=O)N(C)CC(=O)Nc3ccc(C)cc3C)ccc21	1.9%	6%	-5%[10.9 µM]	-20%
Cc1cc(NC(=O)CN2CCCCC2C)nc2c1c(=O)oc1ccccc12 (stereo not drawn)	1.7%	-3%	-20%	16%
Cc1ccc(NC(=O)C(C)N2CCOCC2)c(C(=O)c2ccccc2)c1 (stereo not drawn)	2.0%	-1%	-13%	4%
COc1cccc2cc(-c3nnc(SCC(=O)NCc4ccccc4)n3C)oc12	2.5%	10%	-16%	2%
Cc1onc(-c2c(Cl)cccc2Cl)c1C(=O)NCCN1CCOCC1	1.0%	4%	-2%	-3%
Cc1nc2c(C(=O)NCCc3ccc(Cl)cc3)cnn2c(C)c1Cc1ccc(F)cc1	?	30%	-17%[10.9 µM]	?
O=C(Nc1ccncc1)c1cc2ccccc2oc1=O	0.1%	-8%	-23%	-5%
CCOC(=O)N1CCc2c(sc3c2c(=O)n(Cc2ccccc2)c(=O)n3CC(=O)Nc2cccc(CC)c2)C1	?	17%	-13%[10.9 µM]	-11%
O=C(CN(Cc1ccccc1)C(=O)CCC(=O)Nc1nccs1)NCc1ccco1	0.7%	6%	-2%	-3%
O=C(Nc1ccc(F)cc1)c1cccnc1N1CCOCC1	1.5%	-2%	-2%	7%
Cc1ccc(Cl)cc1NC(=O)CCCn1c(=O)c2cccn2c2cccnc21	?	0%	-8%[10.9 µM]	9%
Cn1c(=NC(=O)CSCC(=O)N2CCCC2)sc2ccccc21	-0.9%	-2%	-14%	-3%
COc1cccc(C2N(c3ccccn3)C(=O)C3CCCN32)c1OC (stereo not drawn)	-0.3%	-4%	-8%	-8%
O=C(CSc1nnc(Cc2ccccc2)n1Cc1ccco1)NC1CCCC1	2.3%	?	-20%	4%
CC(C)Sc1nc2c(c(=O)[nH]c(=O)n2C)n1CCc1ccccc1	0.2%	9%	3%	4%

Four compounds picked at random from the list so far:
SMILES	IkB sig inh	p53ts 32C tox	Peg3 imprint	p53ts 39C kill
O=C(Nc1ccncc1)c1cc2ccccc2oc1=O	0.1%	-8%	-23%	-5%
Cn1c(=NC(=O)CSCC(=O)N2CCCC2)sc2ccccc21	-0.9%	-2%	-14%	-3%
CC(=O)N1CCCc2cc(S(=O)(=O)N(C)CC(=O)Nc3ccc(C)cc3C)ccc21	1.9%	6%	-5%[10.9 µM]	-20%
O=C(CSc1nnc(Cc2ccccc2)n1Cc1ccco1)NC1CCCC1	2.3%	?	-20%	4%

Following part:
SMILES	IkB sig inh	p53ts 32C tox	Peg3 imprint	p53ts 39C kill
O=C(Nc1ccccc1)N(CCc1ccncc1)C1CCCCC1	-2.3%	6%	-15%	-2%
COCCCNC(=O)C1CCN(C(=O)Nc2ccc(Cl)cc2)CC1	-0.5%	-1%	12%	4%
Cc1ccc(N(CC(=O)NCc2cccs2)S(=O)(=O)c2cccs2)cc1	4.2%	5%	-13%	12%
COC(=O)c1cc(NC(=O)CCc2c(C)nc3c(c(C)nn3C(C)(C)C)c2C)cc(C(=O)OC)c1	-0.2%	7%	14%[10.9 µM]	1%
C=CCN(CC=C)CC(=O)Nc1ccc(S(N)(=O)=O)cc1	nt	4%	nt	13%
COc1ccc(NC2c3ccccc3C(=O)N2Cc2ccco2)cc1OC (stereo not drawn)	-0.5%	3%	-17%	18%
O=C(Nc1ccccc1C(F)(F)F)c1cc2nc(-c3ccccc3)cc(-c3ccccc3)n2n1	-2.4%	5%	-9%[10.9 µM]	16%
Cc1ccc(CN2CCN(C3CCNCC3)C(=O)C2=O)cc1	-3.3%	-5%	-14%[10.9 µM]	42%[activator]
CCN(c1ccccc1)S(=O)(=O)c1cc(C(=O)Nc2ccc(Br)cc2)ccc1F	-0.9%	29%	-24%[10.9 µM]	-19%
COc1ccc(Cl)cc1NC(=O)CN1C(=O)CSC1=O	0.4%	1%	-1%	0%
O=C(NCc1ccccc1)C(c1ccccc1)N(Cc1ccc2c(c1)OCO2)C(=O)Cc1cccs1 (stereo not drawn)	nt	8%	nt	2%
Cc1oc(-c2cccc(Cl)c2)nc1CN1CCC(C(=O)NC(C)c2ccccc2)CC1 (stereo not drawn)	?	0%	-16%[10.9 µM]	-6%
CC(C)CC(=O)Nc1ccccc1OCc1cc(=O)n2ccccc2n1	-1.3%	7%	-10%[10.9 µM]	-4%
CCOC(=O)N1CCN(C(=O)CSc2nnc(COc3ccccc3)o2)CC1	-3.0%	-3%	-15%	-3%
C[C@H](NC(=O)Nc1cccc(C(F)(F)F)c1)C(=O)O	0.6%	4%	-2%	3%
Cc1ccccc1OC(=O)CCC(=O)OCCCC(F)(F)C(F)(F)F	0.7%	1%	-10%	-1%
O=P(c1ccccc1)(c1ccccc1)C1CCCO1 (stereo not drawn)	0.8%	-3%	-9%	3%
Cc1ccccc1NC(=O)c1sc2nc3c(cc2c1N)CCCC3	7.3%	0%	-24%[10.9 µM]	-8%
Cc1ccc(-c2cc(C(=O)N3CCOCC3)c3ccccc3n2)cc1	0.3%	?	-4%	?
Cc1c(/N=C/c2ccco2)n(Cc2ccccc2)c2ccccc12	2.0%	-2%	-5%	17%
Cc1nc2c(C(=O)O)cnn2c(C)c1Cc1ccccc1	?	-4%	-5%[10.9 µM]	-4%
COC(=O)c1cc2sc(C)cc2n1Cc1cccc(OC)c1	-3.5%	8%	-12%[10.9 µM]	-23%
COc1ccc(C(=O)N2CCC[C@@]3(CCN(C)C3)C2)cc1	1.5%[11.4 µM]	0%	nt	-14%

Part of the list above with just p53ts 32C tox and Peg3 imprint.
molecule | p53ts 32C tox | Peg3 imprint
Cc1ccc(-c2cc(C(=O)N3CCOCC3)c3ccccc3n2)cc1 | ? | -4%
Cc1c(/N=C/c2ccco2)n(Cc2ccccc2)c2ccccc12 | -2% | -5%
Cc1nc2c(C(=O)O)cnn2c(C)c1Cc1ccccc1 | -4% | -5%[10.9 µM]
COC(=O)c1cc2sc(C)cc2n1Cc1cccc(OC)c1 | 8% | -12%[10.9 µM]
COc1ccc(C(=O)N2CCC[C@@]3(CCN(C)C3)C2)cc1 | 0% | nt
